F508del corr = correctors of CFTR F508del function in bronchial epithelial cells | CFBE cells, YFP halide quenching; stimulated with forskolin plus potentiator P3; % fluorescence drop versus neutral controls | activity (quench increase), % at 7.58 µM | 350,000 tested, 0.36% active | AID 720511;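 active means mean added fluorescence quench of at least 8% versus neutral control, with both replicates also reaching 8%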;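 further: cells transiently co-express mutant CFTR-F508del with the halide-sensitive YFP; corrector assay measuring rescue of mutant channel to the surface after 24 h compound exposure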
miR-122 sensor = miR-122 inhibition in Huh7 cells; Huh7 miR-122 Renilla luciferase sensor, 48 h; neutral wells = 0, positive control = 100; activation (reporter increase), % at 12.5 µM; 340,000 tested, 0.3% active; AID 602342;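 active means mean replicate activation score at least 90 and every replicate individually at or above 90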;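 further: higher luciferase means less miR-122 activity so hits act as miR-122 inhibitors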
FN deposition inh = fibronectin deposition inhibition | AID 743247 | inhibition, % at 12.6 µM | AH1F fibroblasts, Alexa488-fibronectin deposition fluorescence, overnight | 350,000 tested, 0.086% active;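 active means mean inhibition across replicates of 30% or more, regardless of how many single replicates reach that level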;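 further: positive control wells lacked labelled fibronectin entirely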
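test system = AH1F fibroblasts assembling fluorescent fibronectin matrix | quantity = 10000 AH1F cells per well | buffer or medium = DMEM plus 2% serum, read in PBS | doses = single dose, pinned | incubation = 1 h cell attachment, overnight exposure to compound and label | detection = fluorescence at 485 nm excitation, 525 nm emission | read-out basis = inhibition from reduced deposited-fibronectin fluorescence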
PGC1a acetyl inh = modulators of PGC1a acetylation; U2OS PGC1a acetylation, AlphaScreen anti-acetyl-lysine; with virally co-expressed GCN5 acetyltransferase; inhibition, % at 15.6 µM; 350,000 tested, 0.17% active; AID 651687;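 active means every replicate shows inhibition of at least 40%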;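 further: 0% = neutral control wells and 100% = positive control wells; some results beyond the cut were filed as inactive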
PglD DTNB = blocks C. jejuni PglD acetyltransferase activity; AID 602405; 360,000 tested, 0.098% active; inhibition, % at 12.5 µM; purified PglD enzyme, DTNB colorimetric CoA detection; in the data active means inhibition above about 16%, passing the limit was not always enough; further: strong numbers were not always called active
GSIS activator = primary screen for activators of insulin secretion dependent on glucose, INS-1E cells, GLuc reporter luminescence. INS-1E GLuc reporter insulin secretion, 2-3 h. activation, % at 16.6 µM. 370,000 tested, 0.61% active. AID 743287;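 active means lowest replicate activation of at least 40%, so every replicate reaches that level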;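 further: 0% = median of neutral control wells and 100% = median of IBMX positive control wells; some compounds called inactive have numbers as strong as hits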
C2C12 statin = protects C2C12 myotubes from simvastatin toxicity | ATP luminescence, 48 h; scaled: DMSO 0, geranylgeraniol control 100 | rescue of ATP level, % at 7.49 µM | 330,000 tested, 0.78% active | AID 602340;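 active means mean ATP rescue above about 67%, or every replicate alone reaching that limit, limit read from the data, passing the limit was not always enough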;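 further: myotubes were challenged with 10 µM simvastatin during compound exposure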
Cneo AK release = causes C. neoformans cell lysis. adenylate kinase release luminescence, 4 h; normalised: neutral wells 0, clomiphene wells 100. lysis activity, % at 15 µM. AID 651654. 360,000 tested, 0.2% active;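 active means mean lysis activity across replicates of at least 80%, whatever share of replicates individually reach that level; inactive means mean lysis activity below 80%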
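Material – Cryptococcus neoformans yeast cells · Quantity – 5 × 10^6 yeast cells/mL · Buffer or medium – YPD medium · Compound – single dose · Timing – 4 h static compound exposure, 37 °C, read 1 h post-reagent · Signal – adenylate kinase release luminescence · Read-out basis – lysis from increased AK signal · Benchmarks – Clomiphene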
An asterisk follows results filed as active; / = not tested or not shown; [ ] = another dose, or the depositor's remark.

SMILES	F508del corr	miR-122 sensor	FN deposition inh	PGC1a acetyl inh	PglD DTNB	GSIS activator	C2C12 statin	Cneo AK release
CCCC(=O)N1CCN(c2nnc(-c3ccccc3)c3ccccc23)CC1	0.1	-7	0	-35	-4	20	12	-4
COc1cccc(C(=O)N2C[C@H]3[C@@H](c4ccccc42)[C@@H](CO)N3C(=O)c2cccc(F)c2)c1	-0.6	20[16.7 µM]	-7	-2	-8	10	2	-1
Cc1cccc(NC(=O)NCC(F)(F)F)n1	/	-7	2	/	2	/	/	4
O=C(NCO)c1cccnc1	-1.9	-3	/	-5	5	0	5	4
Cc1ccc(CNC(=O)CCCn2nc(C)n3ccnc3c2=O)cc1	3.2	-9	6	-15	0	/	9	3
CCCCn1c(SCC(=O)NCc2ccc(OC)c(C(=O)O)c2)nc2cc(S(N)(=O)=O)ccc21	3.7	/	-2	/	-2	/	10	0
CCOC(=O)C(C(=O)c1ccccc1)C(c1ccccc1)c1nccc2ccccc12 (stereo not drawn)	1.7	3	-5	-19	-3	1	-6	1
CC(O)CNc1nc2c(c(=O)n(Cc3ccccc3)c(=O)n2C)n1C (stereo not drawn)	-0.8	-5	-5	0	5	11	-2	3
Cc1nc(C/C(=N\Nc2ccccc2)c2ccc(O)cc2O)cs1	0.8	1	-2	0	-2	-3	17	-1
COc1ccc(-n2nnnc2C(c2ccccc2)N2CCN(C/C=C/c3ccccc3)CC2)cc1 (stereo not drawn)	10*	6	-3	12	4	-8	2	7
CCC(C)COC(=O)C(C#N)c1nc2ccccc2nc1N1CCCCC1 (stereo not drawn)	/	-17	-2	/	3	/	-4	0
COc1cccc(-c2sc3ccccc3c2-c2ccc(OCCN(C)C)cc2)c1	1.1	8	12	10	0	250	-7	49
Cc1cc([N+](=O)[O-])nn1CC(=O)N1N=C(C(F)F)CC1(O)C(F)F (stereo not drawn)	/	3	-2	-3	-6	6	12	2
COc1ccccc1C#Cc1ccc2c(c1)O[C@@H](CN(C)Cc1cccnc1)[C@@H](C)CN([C@@H](C)CO)S2(=O)=O	2.9	-7[16.7 µM]	8	-12	5	-6	12	0
CCc1[nH]nc2c1C(c1ccsc1)C(C#N)=C(N)O2 (stereo not drawn)	/	-3	/	1	0	/	/	4

Part of the list above, set out differently.
Values run as follows: F508del corr | miR-122 sensor | FN deposition inh | PGC1a acetyl inh | PglD DTNB | GSIS activator | C2C12 statin | Cneo AK release
> CCC(C)COC(=O)C(C#N)c1nc2ccccc2nc1N1CCCCC1 (stereo not drawn)
→ / | -17 | -2 | / | 3 | / | -4 | 0
> COc1cccc(-c2sc3ccccc3c2-c2ccc(OCCN(C)C)cc2)c1
→ 1.1 | 8 | 12 | 10 | 0 | 250 | -7 | 49

New compounds follow:
SMILES	F508del corr	miR-122 sensor	FN deposition inh	PGC1a acetyl inh	PglD DTNB	GSIS activator	C2C12 statin	Cneo AK release
Cc1ccc(S(=O)(=O)N(C)C[C@@H]2Oc3cc(C#CC4CCCC4)ccc3S(=O)(=O)N([C@H](C)CO)C[C@H]2C)cc1	0.6	5[16.7 µM]	7	-6	4	-6	1	-5
N#Cc1ccc(S(=O)(=O)N2CCN(CN3C(=O)CC4(CCCC4)C3=O)CC2)cc1	-5.5	-1	-7	2	2	5	0	0
C=C(C)CN(CC)c1nc(N)c2c(N)nc3c(c2c1C#N)CC(=O)N3C12CC3CC(CC(C3)C1)C2	/	4	-11	/	4	-26	/	0
Cc1ccc(CN(c2ccc(C(=O)NCc3ccc4c(c3)OCO4)cc2)S(C)(=O)=O)cc1	/	3	/	2	27*	/	-2	3
CCCCN1C(C(=O)Nc2ncccn2)=C(O)c2ccccc2S1(=O)=O	-0.8	7	1	3	-1	6	18	0
COc1ccc(CNC(=O)COC(=O)/C=C/c2cccc(Br)c2)cc1	-2.0	/	-3	3	/	-2	/	/
CCCC#Cc1ccc([C@@H]2[C@@H](CO)N3CCCCN(Cc4cncnc4)C[C@@H]23)cc1	0.9	0[16.7 µM]	/	-5	3	4	/	0
O=C(NCc1nnnn1-c1ccccc1)c1ccc2ccccc2c1	-3.7	1	-7	-13	4	3	-15	-2
COc1ccc(N2CCN(C(CNC(=O)C(=O)NCC(OC)OC)c3ccco3)CC2)cc1 (stereo not drawn)	-1.2	/	-1	0	1	-8	38	-3
Cc1c(NS(=O)(=O)c2cc(C(=O)NCc3cccc(Cl)c3)ccc2Cl)c(=O)n(-c2ccccc2)n1C	1.2	1	-1	5	-4	-9	1	-1
CCOc1ccccc1-n1c(CNc2ccc(F)cc2)nnc1SCC(=O)NCc1ccco1	/	1	/	-5	-2	/	30	0
CC1(C)CC(=O)C2=C(C1)Nc1ccccc1NC2c1cccc(F)c1 (stereo not drawn)	-0.4	-1	-3	-5	-7	14	14	0
Cc1ccnc(NS(=O)(=O)c2ccc(NC(=O)c3ccc(Cl)cc3[N+](=O)[O-])cc2)n1	-1.4	-2	6	9	-1	-5	17	0
COCC(C)NC(=O)C1CC(c2cccc(Br)c2)=NO1 (stereo not drawn)	/	3	1	8	4	16	-2	0
COc1ccc(C(=O)N2CCCC(CCC(=O)NCc3ccccc3F)C2)c(OC)n1 (stereo not drawn)	1.4	-6	2	-5	-3	-4	16	9
O=C(CSc1nc(O)cc(=O)n1-c1ccccc1)NCc1ccccc1	/	-6	-15	/	2	4	8	4
CCN(C(=O)COC(=O)COc1ccccc1Cl)c1c(N)n(Cc2ccccc2)c(=O)[nH]c1=O	-2.4	/	4	/	-4	-1	-1	0
CC1CCc2c(C(=O)Nc3ccccn3)csc2C1 (stereo not drawn)	3.3	/	12	7	/	4	/	/
Cn1c(-c2ccccc2)cnc1SCc1nc2ccccc2c(=O)[nH]1	/	-5	-6	4	-4	/	/	-5
COc1ccccc1N1CCN(C(=O)CCNC(=O)c2ccco2)CC1	4.0	/	1	3	-5	21	-3	-3
COc1ccc(CNC(=O)Cc2cccs2)cc1OC	-2.4	/	-1	/	0	5	28	2
CCOc1ccccc1NC(=O)C1CCCC1	-4.0	/	1	/	4	16	-2	18
COc1ccc(CN(C)C[C@@H]2Oc3ccc(NC(=O)Nc4cccc5ccccc45)cc3CC(=O)N([C@@H](C)CO)C[C@@H]2C)cc1	3.6	0[16.7 µM]	/	4	1	5	-32	3
Cc1ccc(S(=O)(=O)N2CCN(C(=O)c3ccc4c(c3)OCO4)CC2)cc1	-0.9	-2	-7	/	-3	-4	9	-1
Cc1cc(C(=O)Nc2cccc3ccccc23)oc1C	-3.8	/	-2	8	-2	-1	0	-4
COc1cc2c(cc1OC)C(c1ccccc1Cl)N(C)CC2 (stereo not drawn)	-1.1	6	1	-13	10	26	1	-1
CCN(c1ccc(OC)cc1)S(=O)(=O)c1nnc(NC(=O)c2ccccc2Cl)s1	/	0	/	-11	5	/	-7	2
CC1(C(=O)NS(=O)(=O)c2cccc(C#N)c2)CCN1C(=O)C1(c2ccc(Cl)cc2)CC1 (stereo not drawn)	0.8	-7	-4	-12	2	17	4	-2
COc1cccc(C(=O)C2=NN(C(C)=O)CC2c2ccco2)c1 (stereo not drawn)	1.5	/	11	-7	/	19	/	/
CC(C)CCN1C(=O)c2ccc(C(=O)NCc3ccccn3)cc2C1=O	-1.8	6	2	1	1	1	-1	-4

The closing 4 records of the section above open the next one.
SMILES	F508del corr	miR-122 sensor	FN deposition inh	PGC1a acetyl inh	PglD DTNB	GSIS activator	C2C12 statin	Cneo AK release
CCN(c1ccc(OC)cc1)S(=O)(=O)c1nnc(NC(=O)c2ccccc2Cl)s1	/	0	/	-11	5	/	-7	2
CC1(C(=O)NS(=O)(=O)c2cccc(C#N)c2)CCN1C(=O)C1(c2ccc(Cl)cc2)CC1 (stereo not drawn)	0.8	-7	-4	-12	2	17	4	-2
COc1cccc(C(=O)C2=NN(C(C)=O)CC2c2ccco2)c1 (stereo not drawn)	1.5	/	11	-7	/	19	/	/
CC(C)CCN1C(=O)c2ccc(C(=O)NCc3ccccn3)cc2C1=O	-1.8	6	2	1	1	1	-1	-4
CCOC(=O)c1sc(NC(=O)c2ccc(CC)s2)nc1C	/	4	/	14	-2	/	18	1
Cc1ccc(C2C(C#N)=C(N)Oc3nc(-c4ccccc4)[nH]c32)o1 (stereo not drawn)	/	5	/	-1	-2	/	8	0
CCOC(=O)[C@H]1[C@H]2COc3ccc(Br)cc3[C@H]2N2C(=O)CN(Cc3ccc(C)cc3)C(=O)[C@@]12C	1.2	-3	-3	/	-1	-18	26	-5
COc1cccc(-c2ccc3c(c2)O[C@@H](CN(C)C(=O)c2ccccc2F)[C@@H](C)CN([C@H](C)CO)S3(=O)=O)c1	0.1	27[16.7 µM]	/	-36	2	-20	15	3
CCc1nnc(NC(=O)c2ccc(-c3cccc(C(F)(F)F)c3)o2)s1	/	-3	0	7	-1	/	16	0
CN1C(=O)c2cc(NC(=O)Cc3cccs3)ccc2OC[C@H]2O[C@@H](CC(=O)N[C@H]3CCN(Cc4ccccc4)C3)CC[C@@H]21	/	/	5	/	1	-12	-22	0
CCNc1cc(S(=O)(=O)C(F)(F)F)ccc1N	/	-4	7	4	-8	-3	8	-1
Cc1cc(NC(=O)CCN2CCN(C)CC2)ccc1Br	-0.4	10	-8	5	-1	13	16	7
Cc1ccc(S(=O)(=O)NCC(=O)N2CCCC2C(=O)O)cc1 (stereo not drawn)	2.8	6	0	5	2	10	10	1
Cc1ccc(NC(=O)CN2CCN(C)CC2)cc1S(=O)(=O)N1CCOCC1	1.5	/	1	/	-5	0	-7	1
Cc1c(Cl)cccc1NC(=S)N1CCN(Cc2ccccc2)CC1	/	-14	-5	/	-2	/	/	10
COC(=O)c1ccccc1NS(=O)(=O)c1c(C)noc1C	1.3	1	7	/	1	64	4	-3
C[C@@H]1CN([C@H](C)CO)C(=O)c2cc(NS(=O)(=O)c3ccc(F)cc3)ccc2O[C@H]1CN(C)S(=O)(=O)c1ccc(Cl)cc1	3.3	-2[16.7 µM]	/	-6	0	-12	/	-3
Cc1cc(C)n(NC(=S)NC2CCCC2)c(=O)c1C#N	-3.5	0	-2	8	2	32	-5	-8
CO[C@@H]1CN(C)C(=O)c2ccc(NS(=O)(=O)c3ccc(Cl)cc3)cc2OC[C@@H](C)N(C)C[C@@H]1C	3.3	/	-17	11	/	-2	/	/
CN(C)S(=O)(=O)N1CCN(c2ccnc3cc(Cl)ccc23)CC1	/	-12	/	13	0	/	-1	1
COc1ccc(CNC(=O)C(OC(=O)c2cccs2)C(C)C)cc1 (stereo not drawn)	-1.9	/	11	/	-1	4	9	-1
COc1ccccc1NC(=O)N[C@@H]1CC[C@@H](CCn2cc(-c3ccccc3)nn2)O[C@H]1CO	2.3	/	/	-6	4	-12	2	4
C/C=C(/C)C(=O)Nc1cccc(C2=NOC3(C2)C[C@@H](C(N)=O)N(C(=O)/C=C/CC)C3)c1 (stereo partly drawn)	0.5	-1	9	9	-2	-3	15	-3
COc1cccc(-c2nnc3sc(-c4ccco4)nn23)c1	/	-1	0	/	5	/	/	-2
C/C(Cl)=C\C[N+](C)(C)CC(=O)OCCc1ccccc1	-1.1	-7	1	4	-3	29	/	2
C=CCn1c(SCC(C)=O)nnc1-c1cc(-c2ccccc2)sc1N	/	6	-1	-2	3	/	2	6
O=C(O)c1ccc(COc2ccccc2/C=C2\NC(=O)N(Cc3ccc(F)cc3)C2=O)cc1	1.5	-2	-9	5	/	16	0	/
CS(=O)(=O)Nc1ccc(S(=O)(=O)N2CCOCC2)cc1	/	4	/	8	6	/	-5	-1
O=C(CCN1C(=O)c2ccccc2C1=O)NCc1cccc(Cl)c1	1.1	-4	3	/	/	1	2	/
